Source: PubChem
UPR XBP1 act: adaptive UPR (XBP1) activation. hit rate 0.33% among 330,000. CHO-XBP1 luciferase reporter, IRE1-XBP1 UPR activation, luminescence; percent of tunicamycin response, DMSO as zero. activation, % at 20 µM;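 active = versus positive control, 20 µM dose yields 30% or more activation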;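 note: 100% = tunicamycin at 10 µg/mL and 0% = DMSO only wells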
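Material: CHO-XBP1 cells stably carrying IRE1-XBP1-driven luciferase reporter / Amount: 1000 cells per well / Compound: 20 µM, 1% DMSO / Times: 6 h treatment, 37 °C / Detection: luciferase luminescence / Measure: % activation of reporter signal versus tunicamycin and DMSO controls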
697 NFkB inh: inhibitors of the PMA/ionomycin-induced NF-kB reporter in 697 B cells | inhibition, % at 4 µM | 697 B-cell NF-kB luciferase reporter, 16 h | hit rate 0.33% among 330,000; in the data active = inhibition above about 35%
Mdm2 MdmX PPI: inhibitors of human Mdm2/MdmX interaction. SaOS-2 split-luciferase Mdm2/MdmX complementation, luminescence. hit rate 3% among 330,000. O15151+Q00987. inhibition, % at 8 µM;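 active = inhibition of at least 50% at 8 µM in the primary screen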
Gli-Sufu block: blocks Gli-Sufu signaling in a luciferase reporter; Sufu-KO-LIGHT fibroblasts, Gli luciferase reporter luminescence; inhibition, % at 5 µM; hit rate 0.74% among 340,000; AID 588413;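 active = inhibition above about 55%, limit read from the data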;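 note: 0% = DMSO-treated cells and 100% = wells with medium but no cells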
CCR6 antag: CCR6 (human) receptor antagonism. P51684. CHO-K1 CCR6 PathHunter beta-arrestin, luminescence, CCL20-stimulated. inhibition, % at 20 µM. hit rate 0.49% among 340,000. AID 493098;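 active = compounds whose inhibition of the agonist-driven luminescence signal at 20 µM reaches about 50%, limit read from the data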;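 note: cells stimulated with CCL20 at 14 nM final; plate controls were DMSO with CCL20 for no effect and DMSO without agonist for full effect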
Target sequence (P51684 whole entry, looked up): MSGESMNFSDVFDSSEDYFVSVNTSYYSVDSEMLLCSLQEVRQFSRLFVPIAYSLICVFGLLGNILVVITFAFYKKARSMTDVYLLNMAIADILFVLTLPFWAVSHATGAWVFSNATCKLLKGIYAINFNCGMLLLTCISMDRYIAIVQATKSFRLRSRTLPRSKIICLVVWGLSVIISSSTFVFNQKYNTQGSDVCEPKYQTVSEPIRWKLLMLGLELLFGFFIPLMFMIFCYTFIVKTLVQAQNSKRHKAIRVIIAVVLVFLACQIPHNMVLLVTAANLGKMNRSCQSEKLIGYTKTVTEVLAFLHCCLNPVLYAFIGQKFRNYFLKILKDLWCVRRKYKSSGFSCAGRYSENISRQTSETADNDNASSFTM
CXCR6 block: inhibitors of human CXCR6 receptor. O00574. AID 602244. inhibition, % at 20 µM. hit rate 0.36% among 360,000. CHO-K1 PathHunter CXCR6 beta-arrestin, luminescence; in the data active = inhibition above about 34%, passing the limit was not always enough;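 note: antagonist mode with CXCL16 agonist at 10 nM final; 0% = 10 nM CXCL16 with DMSO and 100% = unstimulated wells without agonist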
Target sequence (O00574 whole entry, looked up): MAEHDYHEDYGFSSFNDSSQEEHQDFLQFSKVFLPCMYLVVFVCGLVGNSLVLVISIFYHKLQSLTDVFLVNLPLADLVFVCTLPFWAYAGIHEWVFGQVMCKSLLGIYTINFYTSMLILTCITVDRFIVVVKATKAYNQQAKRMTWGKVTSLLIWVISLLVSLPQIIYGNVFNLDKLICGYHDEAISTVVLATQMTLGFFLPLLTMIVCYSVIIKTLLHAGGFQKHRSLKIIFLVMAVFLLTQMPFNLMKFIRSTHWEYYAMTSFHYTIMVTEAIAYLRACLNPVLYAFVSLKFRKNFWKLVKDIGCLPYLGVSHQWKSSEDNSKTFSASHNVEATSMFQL
CHOP UPR activ: activators of apoptotic arm of unfolded protein response (CHOP); AID 449763; hit rate 0.34% among 330,000; CHO-CHOP luciferase reporter, UPR activation, luminescence; percent of tunicamycin response over DMSO baseline; activation, % at 10 µM;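 active = at 10 µM dose, activation of 40% or more, normalized to positive control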;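 note: 100% = tunicamycin at 10 µg/mL and 0% = DMSO alone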
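System: CHO-CHOP luciferase reporter cell line | Buffer or medium: F12 medium containing 10% fetal bovine serum | Doses: One dose, 10 µM in 0.5% DMSO | Times: 6 h compound exposure at 37 °C after overnight seeding | Signal: Luciferase luminescence | Read-out: % activation vs tunicamycin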
Jurkat NFkB inh: lowers PMA/ionomycin-induced NF-kB signal in Jurkat cells. PMA/ionomycin-induced NF-kB luciferase reporter, luminescence. inhibition, % at 4 µM. hit rate 0.53% among 330,000. AID 435003; in the data active = inhibition above about 50%
EBI2 antag: antagonists of human EBI2 receptor | P32249 | EBI2 beta-arrestin recruitment, luminescence, 7a,25-OHC stimulated | inhibition, % at 5 µM | hit rate 0.81% among 360,000 | AID 651636; in the data active = inhibition above about 38%;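 note: enzyme fragment complementation signal reports receptor beta-arrestin coupling in cells; 0% = agonist plus DMSO wells and 100% = wells without agonist; some results beyond the cut were filed as inactive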
Target sequence (P32249 whole entry, looked up, the tested form may be a part): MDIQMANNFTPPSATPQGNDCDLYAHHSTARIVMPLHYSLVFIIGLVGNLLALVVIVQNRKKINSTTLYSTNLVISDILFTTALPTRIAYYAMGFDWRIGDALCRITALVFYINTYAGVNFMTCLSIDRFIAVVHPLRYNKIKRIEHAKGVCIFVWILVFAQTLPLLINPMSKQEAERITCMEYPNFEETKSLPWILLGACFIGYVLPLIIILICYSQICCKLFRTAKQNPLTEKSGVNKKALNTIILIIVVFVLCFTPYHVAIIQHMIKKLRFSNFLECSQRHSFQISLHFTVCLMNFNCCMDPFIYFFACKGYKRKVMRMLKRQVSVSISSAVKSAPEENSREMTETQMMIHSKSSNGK
* = called active by the depositor; . = not tested or not shown.

SMILES | UPR XBP1 act | 697 NFkB inh | Mdm2 MdmX PPI | Gli-Sufu block | CCR6 antag | CXCR6 block | CHOP UPR activ | Jurkat NFkB inh | EBI2 antag
CCC(C(=O)c1ccccc1)P(=O)(NN)c1ccccc1 (stereo unspecified) | 2.0 | 6.8 | 0.3 | -1.8 | 0.0 | -6.5 | 1.1 | 5.7 | -7.1
C/C(=N\NC(=O)c1nn(C)cc1Br)c1cccc(NC(=O)c2ccncc2)c1 | 2.0 | -7.3 | 6.2 | -14.4 | -3.6 | -21.2 | 1.0 | -13.9 | -8.5
Cn1cc(CNC(=O)C23CC4CC(CC(C4)C2)C3)cn1 | -0.8 | -8.4 | -9.0 | 4.7 | -19.6 | -0.7 | -1.2 | -11.5 | -7.5
O=[N+]([O-])c1ccc(N2CCCCC2)nc1 | 0.7 | 14.8 | -24.7 | -0.7 | 13.9 | 2.8 | 1.7 | -3.4 | 1.2
CN(C(=O)COC(=O)/C=C/c1cccs1)c1c(N)n(Cc2ccccc2)c(=O)[nH]c1=O | 3.4 | 15.9 | 16.3 | -16.9 | 7.5 | -0.7 | -1.5 | -8.8 | 1.4
COc1ccc(C(=O)NNC(=O)c2cc3cc([N+](=O)[O-])ccc3oc2=O)cc1OC | 2.6 | 9.2 | 12.1 | 4.0 | -4.1 | 5.4 | 0.5 | 5.3 | 3.7
COc1ccc(-n2c(Cc3cccn3C)nnc2SCC(=O)NCc2ccc(F)cc2)cc1 | 0.3 | 12.3 | 11.9 | 3.2 | -3.8 | -5.3 | 0.3 | -0.2 | 17.6
CN(CC(=O)Nc1ccccc1Cl)CC(=O)Nc1ccccc1[N+](=O)[O-] | -0.9 | -22.5 | -1.9 | 2.0 | 7.5 | 4.6 | -0.3 | 3.2 | -5.9
O=C(NC1CCCC1)c1ccc(CS(=O)(=O)c2cccc(C(F)(F)F)c2)o1 | -1.5 | -1.8 | -5.2 | -18.4 | 11.9 | 8.1 | 0.4 | -16.5 | 1.1
Cc1cc(Br)ccc1NC(=O)CCS(=O)(=O)c1cccc2nonc12 | -3.7 | 9.7 | 32.2 | 20.7 | 2.4 | -0.3 | -1.8 | -19.2 | 4.4
O=C(CN1C(=O)CNC1=O)Nc1cccc(C(F)(F)F)c1 | -0.7 | 7.6 | 4.4 | -6.0 | -4.9 | -4.7 | -2.6 | -1.5 | -1.3
Cn1cc(C2CC(c3ccccc3)=NN2C(=O)c2ccccc2)c2ccccc21 (stereo unspecified) | -0.7 | -3.0 | 48.5 | -4.5 | 0.5 | 12.1 | 0.5 | 10.1 | 19.4
CCc1ccccc1NC(=O)/C(C#N)=C\c1ccc(Sc2ccccc2)o1 | 2.7 | 12.3 | 31.0 | 32.8 | 19.4 | 15.7 | 0.8 | 2.8 | 12.3
COC(=O)c1ccc(NC(=O)CN2CCN(c3cccc(Cl)c3)CC2)cc1 | -5.0 | 7.8 | -2.3 | 9.1 | 4.2 | 3.4 | -3.0 | -14.0 | 3.7
Cc1ccc(C(=O)Nc2ccncc2)c(Cl)c1 | -3.7 | -11.2 | 6.0 | -20.0 | 2.8 | -2.4 | 3.1 | 1.8 | 5.9
S=c1[nH]nc(C2CC2)n1Cc1ccco1 | -1.2 | 13.7 | -5.9 | 3.9 | -15.0 | -0.3 | 0.2 | 1.9 | -6.9
CCC(C)(C)NC(=O)CN(Cc1ccc2c(c1)OCO2)C(=O)CCC(=O)Nc1nccs1 | -0.9 | 17.1 | 8.3 | 4.7 | 18.5 | 5.1 | -1.6 | 1.6 | 3.2
Cc1ccccc1-c1nc(CN2CCC(C(=O)NCCCN3CCCC(C)C3)CC2)c(C)o1 (stereo unspecified) | -1.2 | -3.2 | 95.7* | 1.6 | 5.9 | 8.9 | 2.6 | 24.3 | -3.9
O=C(O)c1ccc(NS(=O)(=O)Cc2ccc(Cl)c(Cl)c2)cc1 | . | . | . | 3.1 | 1.5 | -9.5 | . | . | -8.8
NC(=O)c1ccccc1NC(=O)Nc1cccc(Cl)c1Cl | 0.1 | 26.9 | 2.2 | 4.8 | 13.9 | -3.0 | -1.2 | 12.6 | -7.7
O=C(/C=C/c1ccc(Cl)cc1)N1CCN(CCN2C(=O)c3cccc4cccc(c34)C2=O)CC1 | . | . | . | 8.3 | 18.6 | 0.4 | . | . | 96.7*
CCCCCOc1ccc(NC(=O)CCCC(=O)O)cc1 | 0.5 | 3.2 | 32.0 | 2.3 | 11.3 | 14.5 | -0.7 | 6.5 | -2.9
COc1cc(S(=O)(=O)NCC2(N3CCCCC3)CCCCC2)ccc1NC(C)=O | 0.6 | 8.5 | 15.2 | -0.5 | 10.5 | -16.4 | -0.4 | 12.7 | -9.5
Cc1cccc(-c2nc(Nc3cccc(O)c3)c3ccccc3n2)c1 | 6.9 | 0.0 | 14.7 | 4.8 | -8.8 | -8.9 | 1.1 | -24.3 | -29.2
CCCCCC(=O)Nc1ccc(N2CCN(C(=O)CCC)CC2)cc1 | -5.5 | 4.9 | -4.7 | 2.2 | -6.3 | 7.0 | 1.6 | 16.1 | -3.5

Rewritten with two lines to a compound: entries from further up.
Value order: UPR XBP1 act, 697 NFkB inh, Mdm2 MdmX PPI, Gli-Sufu block, CCR6 antag, CXCR6 block, CHOP UPR activ, Jurkat NFkB inh, EBI2 antag
Cn1cc(C2CC(c3ccccc3)=NN2C(=O)c2ccccc2)c2ccccc21 (stereo unspecified)
  -0.7, -3.0, 48.5, -4.5, 0.5, 12.1, 0.5, 10.1, 19.4
CCc1ccccc1NC(=O)/C(C#N)=C\c1ccc(Sc2ccccc2)o1
  2.7, 12.3, 31.0, 32.8, 19.4, 15.7, 0.8, 2.8, 12.3
COC(=O)c1ccc(NC(=O)CN2CCN(c3cccc(Cl)c3)CC2)cc1
  -5.0, 7.8, -2.3, 9.1, 4.2, 3.4, -3.0, -14.0, 3.7

Next entries.
SMILES | UPR XBP1 act | 697 NFkB inh | Mdm2 MdmX PPI | Gli-Sufu block | CCR6 antag | CXCR6 block | CHOP UPR activ | Jurkat NFkB inh | EBI2 antag
Cn1cccc2[nH]c(=O)nc1-2 | 0.4 | 2.3 | -21.7 | 3.1 | 7.0 | -7.3 | -0.1 | -3.1 | -4.1
CC(C)Cn1c(=O)c2c(nc3n2CC(C)CN3Cc2ccccc2)n(C)c1=O (stereo unspecified) | -1.1 | 4.1 | -7.6 | 33.0 | 30.9 | 12.4 | 0.2 | 4.8 | 7.5
c1ccc(CN(Cc2cccs2)C(c2cccs2)c2nnnn2C2CCCC2)cc1 (stereo unspecified) | 4.0 | -3.4 | 21.0 | 11.1 | 11.3 | 7.5 | -0.8 | -11.8 | 20.7
NC(=O)c1ccsc1NC(=O)C1CCCCC1 | 0.1 | -5.1 | 23.2 | -9.1 | 5.0 | -0.9 | 2.1 | -15.0 | -5.6
CC1CCN(C(=O)c2cc(-c3ccc(Cl)c(Cl)c3)on2)CC1 | -1.0 | -12.8 | -53.7 | -25.0 | 24.6 | 0.1 | 1.3 | -26.5 | 5.5
Cc1ccc(/C(N)=N/OC(=O)Cc2ccccc2)cc1 | 3.3 | -129.3 | -82.2 | -37.9 | 0.5 | -7.6 | 7.8 | -53.4 | 12.1
CC(=O)NC(CC(=O)OC(C)C(=O)Nc1ncc(Cl)cc1Cl)c1ccccc1 (stereo unspecified) | -3.0 | -31.0 | 6.9 | -4.1 | 22.9 | 1.4 | 2.2 | -3.5 | -4.5
N=C1C(c2nc3ccccc3c(=O)[nH]2)=C(O)CN1CCO | -1.7 | 10.9 | -27.0 | -3.0 | 8.9 | 0.1 | 0.0 | -2.7 | -6.0
O=C(COC(=O)CCC(=O)N1CCOCC1)Nc1ccc(Br)cc1Br | -1.2 | -3.7 | -3.8 | 5.2 | 5.9 | 5.0 | -0.6 | 11.8 | -8.2
COc1ccc(S(=O)(=O)N2CCN(Cc3cccs3)CC2)cc1OC | -1.8 | 2.8 | -13.5 | 5.9 | 3.1 | 4.4 | 0.5 | -0.5 | 1.8
O=C(CCNC(=O)c1ccco1)Nc1ccc(Cl)c(C(F)(F)F)c1 | 5.2 | 11.6 | -19.0 | 8.5 | 3.8 | -5.4 | 0.2 | 2.1 | -3.5
CC1CCN(C(=O)C2CCCN(S(=O)(=O)c3ccc4c(c3)CC(C)N4C(=O)C3CC3)C2)CC1 (stereo unspecified) | -1.9 | -28.6 | 11.9 | 4.1 | 13.6 | 3.3 | 2.4 | -36.3 | -0.5
Cc1ccccc1NC(=S)N(C)Cc1cn(C)c2ccccc12 | 0.2 | -12.5 | 1.7 | 8.6 | -2.2 | 5.9 | 0.1 | 3.1 | 5.4
OCC[C@H]1C[C@@H](O)[C@H](O)[C@@]2(Cc3ccccc3CO2)O1 | -3.3 | 14.4 | 8.5 | -6.3 | 2.0 | 1.3 | -0.8 | -5.6 | -5.7
CC(=O)Nc1cc2c(cc1C(C)=O)OCCO2 | -0.1 | 1.5 | -10.2 | -5.7 | -18.4 | 0.0 | 1.9 | 5.2 | 5.1
O=C(CCl)NNc1cccc(Cl)n1 | -4.5 | -30.4 | 6.6 | -0.6 | 60.7* | 31.4 | 1.4 | -9.0 | 11.2
O=C(N/N=C/c1ccc([N+](=O)[O-])o1)c1cn(-c2ccccc2)nc1-c1ccccc1 | 0.1 | -6.2 | 36.0 | 0.2 | -2.9 | -24.5 | 2.0 | -9.7 | 17.3
O=C(OCC(=O)N1CCc2ccccc21)c1ccccc1 | -2.5 | -15.1 | -18.8 | 4.3 | 16.3 | -1.7 | 4.2 | -11.2 | -1.8
COc1cc(C(=O)NCc2cn3cccc(C)c3n2)cc(OC)c1OC | 5.3 | 3.8 | 29.6 | 0.1 | -2.6 | -1.8 | 0.0 | 12.1 | -4.0
Oc1ccc(N=Cc2c(O)ccc3ccccc23)cc1 | -4.0 | 0.8 | 25.9 | 5.9 | -1.8 | -24.6 | 0.8 | 5.5 | -8.2
COc1cc2c(cc1OC)CN(Cc1ccc(C)s1)CC2 | -3.1 | 17.4 | 8.1 | 8.7 | 23.6 | -0.7 | -1.3 | 16.0 | 5.4
CCNC(=O)Oc1ccc(-c2csnn2)cc1 | 0.5 | -0.8 | -37.9 | -1.3 | 3.4 | 4.5 | 2.4 | 4.9 | -2.4
O=CNc1c(Br)cc2c(c1Br)Cc1cc(Br)ccc1-2 | . | . | . | 4.5 | 2.0 | -5.3 | . | . | -6.1
Cc1cc(C(=O)CN2CCCC2)c(C)n1-c1ccc(Cl)cc1 | 2.0 | 6.6 | 16.6 | 6.0 | -1.8 | 7.7 | -1.3 | -5.6 | -5.8
CCSc1ccc([C@@H]2[C@@H]3C(=O)N(CC)C(=O)[C@@H]3[C@]3(C(=O)OC)CCCN23)cc1 | -2.2 | 6.5 | 17.1 | 18.3 | 1.9 | -2.9 | -0.8 | -1.5 | 2.3
Cc1ccn2cc(CCNC(=O)C3CC=CCC3C(=O)O)nc2c1 (stereo unspecified) | 1.2 | -3.4 | 18.8 | -13.2 | -2.7 | 3.6 | 0.1 | -12.5 | -13.6
CCN(CC(=O)Nc1c(F)cccc1F)C(=O)CSCC(=O)Nc1ccc(OC)cc1 | -2.6 | -7.6 | -14.1 | -9.3 | 11.1 | 6.0 | -1.0 | -4.1 | -4.8
CCC(=O)Nc1cccc(NC(=O)CSc2nnc(-c3ccc(NS(C)(=O)=O)cc3)n2C)c1 | -0.8 | -13.7 | -10.6 | -37.5 | 10.4 | -4.4 | -0.8 | -1.4 | -1.1

Printed as active in CCR6 antag (from the list above):
mol | UPR XBP1 act | 697 NFkB inh | Mdm2 MdmX PPI | CCR6 antag | CXCR6 block | Jurkat NFkB inh | EBI2 antag
O=C(CCl)NNc1cccc(Cl)n1 | -4.5 | -30.4 | 6.6 | 60.7* | 31.4 | -9.0 | 11.2
